Source: PubChem (Sanford-Burnham Center for Chemical Genomics)
Apaf-1 inh – human Apaf-1 inhibition | O14727 | reconstituted apoptosome caspase-3 activity, DEVD-Rh110 fluorescence | inhibition, % at 20 µM | 330,000 tested, 0.71% active | AID 489030; active = inhibition of at least 40% at 20 µM;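 note: plate controls were DMSO wells for no effect and DEVD-CHO caspase inhibitor wells for full effect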
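System – cell-free apoptosome with Apaf-1, procaspase-3 and caspase-9 · Buffer or medium – pH 7.5 Hepes buffer with CHAPS, BSA, DTT · Also added – cytochrome c with DEVD-Rh110 · Times – 30 min compound preincubation, 50 min activation, room temperature · Technique – Rh110 fluorescence intensity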
PfG6PD inh – PfG6PD (Plasmodium falciparum) enzyme inhibition | PfGluPho enzyme, NADPH resazurin-diaphorase fluorescence | inhibition, % at 20 µM | 350,000 tested, 0.78% active;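 active = inhibition reaching at least a set limit at 20 µM in the primary screen, cut at about 59% in these data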;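 note: 0% = DMSO wells with substrate and 100% = DMSO wells lacking glucose-6-phosphate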
SENP8 block-1 – SENP8 protease inhibition; Q96LD8; purified SENP8, Z-RLRGG-aminoluciferin cleavage, luminescence; inhibition, % at 10 µM; 330,000 tested, 1.2% active; AID 2540; in the data active = inhibition above about 50%
Target sequence (Q96LD8 whole entry, looked up): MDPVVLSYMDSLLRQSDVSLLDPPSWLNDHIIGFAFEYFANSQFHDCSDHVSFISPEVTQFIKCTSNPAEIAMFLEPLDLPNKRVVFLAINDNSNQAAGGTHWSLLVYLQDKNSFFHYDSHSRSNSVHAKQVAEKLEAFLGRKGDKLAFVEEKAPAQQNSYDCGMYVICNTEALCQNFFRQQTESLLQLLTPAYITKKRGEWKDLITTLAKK
HKDC1 inh – blocks human hexokinase HKDC1 activity | Q2TB90 | inhibition, % at 20 µM | AID 493160 | 340,000 tested, 0.16% active | recombinant HKDC1, G6PDH/diaphorase resazurin coupled fluorescence;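 active = inhibition above about 35% when tested at 20 µM, limit read from the data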;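 note: plate controls were DMSO wells with enzyme for no effect and DMSO wells lacking enzyme for full effect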
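Test system: recombinant HKDC1 (HK5) hexokinase enzyme, produced in-house; Amount: enzyme 5 µg/mL final; Buffer or medium: Tris pH 8.0 buffer with MgCl2, Tween-20, BSA, BME; Reagent: glucose and ATP substrates; Doses: 20 µM test compound, 1% DMSO; Incubation: 90 min reaction incubation at room temperature, dark; Detection: resorufin fluorescence at 613 nm.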
SENP1 inh – SENP1 (human) catalytic domain inhibition; Q9P0U3; recombinant SENP1 catalytic domain, CyPet-SUMO1-YPet FRET cleavage; inhibition, % at 10 µM; 360,000 tested, 0.21% active;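 active = inhibition at least 30% at 10 µM, raw YFP signal under a set limit, fluorescence ratio 0.5 to 1.5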;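 note: 0% = enzyme with DMSO and 100% = no enzyme wells; some results filed as inactive read as strong as hits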
Target sequence (Q9P0U3 419-644 limits assumed): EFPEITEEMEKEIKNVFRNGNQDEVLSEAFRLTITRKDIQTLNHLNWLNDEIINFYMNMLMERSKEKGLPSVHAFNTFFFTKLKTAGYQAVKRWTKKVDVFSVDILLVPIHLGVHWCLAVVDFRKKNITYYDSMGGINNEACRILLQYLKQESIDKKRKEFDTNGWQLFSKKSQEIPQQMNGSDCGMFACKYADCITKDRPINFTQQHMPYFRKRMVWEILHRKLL
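Assay system: hSENP1 catalytic domain, recombinant. Amount: SENP1 enzyme, 20 pM final. Schedule: 50 min reaction, RT, dark. Technique: FRET, CFP and YFP emission. Control set: no-enzyme wells low, DMSO-plus-enzyme wells high control.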
SENP8 block-2 – SENP8 (human) protease inhibition; Q96LD8; recombinant SENP8, Nedd8 substrate fluorescence; inhibition, % at 20 µM; 360,000 tested, 0.64% active; AID 602440; in the data active = inhibition mostly above about 40%, no sharp cut-off; inactive = mostly below about 27%
SENP6 inh – inhibitors of human SENP6 protease; Recombinant SENP6 catalytic domain, aminoluciferin luminescence; Q9GZR1; 330,000 tested, 1.8% active; inhibition, % at 10 µM; AID 2599;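 active = inhibition above about 50% at the single tested dose, limit read from the data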;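 note: plate controls were DMSO wells with enzyme for no effect and DMSO wells lacking enzyme for full effect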
SENP7 block – SENP7 protease inhibition. AID 434973. 330,000 tested, 1.5% active. inhibition, % at 5 µM. recombinant SENP7, Z-RLRGG-aminoluciferin luminescence, 40 min. Q9BQF6;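 active = inhibition above about 50% at the single test dose, limit read from the data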;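 note: plate controls were DMSO with enzyme for no effect and no enzyme buffer wells for full effect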
Target sequence (Q9BQF6 706-1050 limits assumed): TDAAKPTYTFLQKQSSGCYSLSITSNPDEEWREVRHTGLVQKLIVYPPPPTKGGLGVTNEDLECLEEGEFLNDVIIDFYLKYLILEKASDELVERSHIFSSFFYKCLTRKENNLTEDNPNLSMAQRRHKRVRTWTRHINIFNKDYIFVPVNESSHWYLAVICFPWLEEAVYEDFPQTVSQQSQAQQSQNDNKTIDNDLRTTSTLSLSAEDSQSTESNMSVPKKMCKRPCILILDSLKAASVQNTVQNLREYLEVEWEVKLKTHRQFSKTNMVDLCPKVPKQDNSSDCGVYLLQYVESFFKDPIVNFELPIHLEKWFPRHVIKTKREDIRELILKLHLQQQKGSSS
* hit, by the source's call; i = inactive; . = no result given.

canonical_smiles	Apaf-1 inh	PfG6PD inh	SENP8 block-1	HKDC1 inh	SENP1 inh	SENP8 block-2	SENP6 inh	SENP7 block
COc1cc(C(=O)OCc2ccc([N+](=O)[O-])cc2)cc(OC)c1OC	-15	22	16	-14	-1	16	0	2
COc1ccc(-c2cnn3c(N)c(S(=O)(=O)c4ccccc4)cnc23)cc1	17	6	-6	-3	0	-12	-1	-7
NC(=O)SCC(=O)Nc1ccc(Cl)c(Cl)c1	-12	9	0	-22	2	5	-9	4
CCC(C)n1[nH]c(=O)cc1N (stereo not drawn)	-8	-10	1	-5	1	14	-2	5
CCOC(=O)Cc1csc(SCC(=O)Nc2oc(C)c3c(C)n[nH]c(=O)c23)n1	1	-5	-2	9	-8	0	0	8
COc1nccc(C(F)(F)F)c1C(=O)NC(=O)Nc1c(C)cccc1C	-10	-11	6	1	2	18	-11	5
C[C@]12c3[nH]c4ccc(Cl)cc4c3CCN1C(=O)[C@@H](CC(=O)NCCN1CCOCC1)C[C@@H]2C(=O)N1CCOCC1	6	-3	.	-4	1	2	.	4
O=C(N/N=C/c1ccc(F)c(F)c1)c1cccc(S(=O)(=O)N2CCCCC2)c1	17	-8	-15	-8	2	14	-3	-11
O=C(Nc1ccc(OC(F)(F)F)cc1)Oc1ccccc1N1CCOCC1	-14	-6	-3	8	-1	13	-19	-1
CCCN1CCN(C(=O)c2ccc(F)c(S(=O)(=O)N3CCOCC3)c2)CC1	-7	-3	-6	-3	2	12	-15	-2
O=C(O)c1ccccc1NS(=O)(=O)c1cccc2nsnc12	-5	-22	-3	-2	2	11	-13	-15
S=c1[nH]nc(SCc2ccccc2)c2[nH]cnc12	.	22	.	0	2	8	.	.
NNC(=O)c1ccccc1OCCOc1ccccc1	8	-4	4	-4	1	-60	-7	-2
Cc1ccc(S(=O)(=O)NC(C)(C)CSc2nnc(N)s2)cc1	-5	6	-3	-4	1	17	-17	-4
c1csc(-c2noc(COc3ccc4c(c3)CCCC4)n2)c1	13	22	6	9	5	0	18	13
O=c1cc(-c2ccc(O)c(-c3c(O)cc(O)c4c(=O)cc(-c5ccc(O)cc5)oc34)c2)oc2cc(O)cc(O)c12	-13	-50	-3	-5	3	34	-10	-12
CCOc1ccc(C2c3c(oc4cc(C)c(C)cc4c3=O)C(=O)N2CCCN(C)C)cc1OC (stereo not drawn)	10	29	1	-1	-16	-132	0	2
CCN(CC)C(=O)Cn1cc(C(=O)C(=O)Nc2ccc3c(c2)OCCO3)c2ccccc21	17	18	-15	-3	3	7	-16	-14
CCNC(=O)C12CCC(C)(c3nc4cc(C)c(C)cc4nc31)C2(C)C (stereo not drawn)	-1	6	4	-9	2	2	4	-2
Cc1nc2cc(NC(=O)c3ccc(S(=O)(=O)N(C)c4ccccc4)cc3)ccc2o1	2	14	3	6	1	5	-13	3
COc1cccc(-c2sc3ccc(OC)cc3c2-c2cc(F)cc(OC)c2)c1	5	14	4	1	1	-23	-17	-3
Cc1ccc(-c2[nH]ncc2C(=O)c2ccccc2C)c(O)c1	3	14	4	-1	0	12	-4	-3
CCOC(=O)c1cc(NC(=O)Nc2nc3ccccc3s2)c(C)nc1C	14	-6	-4	-7	2	-4	2	0
CC(=O)Nc1ccc(NC(=O)COc2cccc3c2OC(C)(C)C3)cc1	-8	-9	4	-1	2	10	7	6
CSc1ncccc1C(=O)NCc1ccccc1Cl	0	-1	-5	-1	3	4	4	8
COc1ccc(OC)c(/C=C/C(=O)Nc2cccc(S(=O)(=O)NC3=NCCCCC3)c2)c1	3	8	8	-2	-43	i	9	8
COc1cc(C)c(C)cc1S(=O)(=O)NC1CC(C)(C)NC(C)(C)C1	-2	6	-9	-3	2	-4	1	6
CC(=O)c1cccc(NC(=O)c2ccc(S(=O)(=O)N3CC(C)OC(C)C3)cc2)c1 (stereo not drawn)	-3	0	0	-6	0	-5	-3	2
O=C(CCC(=O)c1cccs1)NCC(c1ccc(F)cc1)N1CCOCC1 (stereo not drawn)	-2	-2	-1	0	-2	-29	-9	4
CCCCn1nnnc1SCC(=O)Nc1ccc2c(c1)OCCO2	0	10	-6	1	0	21	-11	-5

An excerpt from above with just HKDC1 inh, SENP8 block-2 and SENP7 block.
canonical_smiles	HKDC1 inh	SENP8 block-2	SENP7 block
COc1cccc(-c2sc3ccc(OC)cc3c2-c2cc(F)cc(OC)c2)c1	1	-23	-3
CC(=O)c1cccc(NC(=O)c2ccc(S(=O)(=O)N3CC(C)OC(C)C3)cc2)c1 (stereo not drawn)	-6	-5	2
Cc1ccc(-c2[nH]ncc2C(=O)c2ccccc2C)c(O)c1	-1	12	-3

The list continues:
canonical_smiles	Apaf-1 inh	PfG6PD inh	SENP8 block-1	HKDC1 inh	SENP1 inh	SENP8 block-2	SENP6 inh	SENP7 block
O=C(NCCCN1CCOCC1)c1cc2c(=O)[nH]c3ccccc3c2s1	5	8	-5	14	6	i	-14	-12
CN(Cc1ccccn1)C(=O)C1CCC(=O)N(Cc2cccc(F)c2)C1 (stereo not drawn)	-8	0	0	-5	-1	-50	-3	4
O=C(CCNC(=O)c1ccco1)Nc1ccc(Cl)cc1F	1	-9	6	-7	1	12	-16	3
O=C(Cc1cccs1)N1CCCC(c2nc3c(nnn3Cc3cccc(Cl)c3)c(=O)[nH]2)C1 (stereo not drawn)	21	-9	-11	-10	-1	11	0	4
COc1cc(/C=C(\C#N)C(N)=O)ccc1OCc1c(C)no[n+]1[O-]	-4	16	-3	-3	-11	-27	-19	-6
COc1ccc(C(=O)CSc2cc(C)[nH]c(=O)n2)cc1	11	0	-11	3	-21	6	16	9
O=C(Nc1ccc(N2CCOCC2)c(Cl)c1)c1cccnc1Cl	-7	7	0	7	-2	20	-13	3
CCN(C(=O)Cn1nc(C)c([N+](=O)[O-])c1C)c1c(N)n(Cc2ccccc2)c(=O)[nH]c1=O	2	-4	-15	-2	0	0	-9	10
Cc1cccc(NS(=O)(=O)c2c(C)[nH]c(C)c2C(=O)N2CCCC2)c1	4	-5	-6	-8	1	13	4	-2
COc1ccc(C(=O)O)cc1S(=O)(=O)Nc1ccc(C)cc1	-6	-26	-4	9	2	12	-2	-7

Reprinted at random: 2 records from the list.
canonical_smiles	Apaf-1 inh	PfG6PD inh	SENP8 block-1	HKDC1 inh	SENP1 inh	SENP8 block-2	SENP6 inh	SENP7 block
O=C(Cc1cccs1)N1CCCC(c2nc3c(nnn3Cc3cccc(Cl)c3)c(=O)[nH]2)C1 (stereo not drawn)	21	-9	-11	-10	-1	11	0	4
COc1ccc(C(=O)CSc2cc(C)[nH]c(=O)n2)cc1	11	0	-11	3	-21	6	16	9

New compounds follow.
canonical_smiles	Apaf-1 inh	PfG6PD inh	SENP8 block-1	HKDC1 inh	SENP1 inh	SENP8 block-2	SENP6 inh	SENP7 block
CCc1cc2c3c(c1)C1(C(=O)N3C(C)(C)C=C2C)C(C#N)=C(N)Oc2[nH]c(=O)[nH]c(=O)c21 (stereo not drawn)	9	6	-1	-1	0	-16	-3	-1
CN(CC(=O)O)S(=O)(=O)/C=C/c1ccccc1	-2	4	1	-11	3	3	-16	12
COc1ccc(/C=N/Nc2ncc(C(F)(F)F)cc2Cl)c(OC)c1OC	0	2	-1	-4	-1	-272	-4	4
C/C(CC(=O)Nc1ccc(N(C)C)cc1)=N\NC(=O)c1ccccc1O	4	-30	-1	-11	-2	-93	5	4
Cc1ccc(C(=O)Nc2ccc(Cc3ccncc3)cc2)cc1[N+](=O)[O-]	3	10	1	0	2	24	-5	11
CN(Cc1nc(-c2ccncc2)no1)S(=O)(=O)c1ccccc1	-5	-11	6	0	0	17	2	7
Cc1noc(NS(=O)(=O)c2ccc(NC(=O)c3cc(=O)c4ccccc4o3)cc2)c1C	-10	-11	-10	9	3	10	5	-6
Cc1cc(NC(=O)C(C)SCC(=O)Nc2ccccc2N2CCCC2)no1 (stereo not drawn)	9	1	2	3	-1	11	-15	-9
Oc1ccc(Cl)cc1C=Nc1ccc2c3c(cccc13)CC2	3	40	-6	5	24	-279	6	0
CN(Cc1ncc[nH]1)C(=O)c1cc(COc2c(F)cccc2F)on1	-1	-10	0	-3	1	1	-1	12
CC(=O)N1CCN(CC(O)COc2ccc(S(=O)(=O)N3CCOCC3)cc2)CC1 (stereo not drawn)	-2	-5	6	0	3	2	-9	4
CCOCCN1CCN(c2c(CC)c(C)nc3cc(-c4cc(OC)cc(OC)c4)nn23)CC1	18	25	2	6	0	-214	2	-1
CC(C)(C)C(=O)Cn1ncc(N2CCOCC2)c(Cl)c1=O	4	-9	-13	-3	1	22	-8	-3
O=C(Nc1cc(S(=O)(=O)N2CCOCC2)ccc1N1CCOCC1)c1ccccc1Cl	-5	9	6	-7	-7	13	13	-3
CC(=O)c1cccc(NC(=O)C2COc3ccccc3O2)c1 (stereo not drawn)	2	-12	-4	-1	-1	7	-5	-1
Cc1cc(NC(=O)CCC(=O)N(Cc2ccco2)C(C(=O)NC2CCCC2)c2ccccc2F)no1 (stereo not drawn)	-2	18	0	-1	4	-6	-10	5
CCOC(=O)Cc1c(C)nc2c(-c3ccc(OC)cc3)c(C)nn2c1C	12	2	-7	-3	3	24	-20	-8
CCOC(=O)C(Cc1ccccc1)C(=O)Nc1ccccc1C (stereo not drawn)	1	3	-1	1	1	17	-17	-11
COc1ccc(CCNC(=O)Cc2ccccc2)cc1OC	2	-11	-10	-4	0	18	17	-1
COc1ccccc1NC(=O)Nc1nnc(C(C)C)s1	11	5	-2	-7	2	34	5	8
Cc1ccc(CNC(=O)C(Cc2ccccc2)NS(=O)(=O)c2ccc3c(c2)CCC(=O)N3)cc1 (stereo not drawn)	17	8	-14	3	0	6	-4	0
O=C(Nc1ccc(OCC(F)(F)C(F)F)c(C(F)(F)F)c1)c1ccccc1O	22	33	3	4	-1	-426	46	-4
CC(C)Oc1ccc(CNC(=O)c2ccc3nc(N4CCOCC4)sc3c2)cc1	3	-10	0	-4	3	16	-12	-3
COc1cc(/C=C2\SC(N)=NC2=O)cc(OC)c1	0	6	-14	1	1	-94	6	1
